Screens (PubChem)
GRP78 ERSR act: qHTS for Inducers of the Endoplasmic Reticulum Stress Response (ERSR) in Human Glioma: qHTS. Potency, µM, without a hit: at the top dose activation, usual class: activators. AID 602332, 2012. U87-MG GRP78 promoter luciferase reporter, 16 h. 420,000 compounds, 0.02% hits; also: potency is read from the fitted curve at half-maximal effect; series mostly up to about 76 µM; % of control where 0% means no effect; nearly all actives have a fitted effect of over 35% in size
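Stably transfected U87-MG glioma cells carrying a GRP78-based luciferase sensor; 16 h compound incubation. Luminescence end-point read 10 min after Bright-Glo addition at room temperature.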
Vif-A3G inh: qHTS for Inhibitors of Vif-A3G Interactions: qHTS | Potency, µM (titrated, usually from 46.1 µM), for inactives: at the top dose activity, negative = active, hits mostly inhibitors | 410,000 compounds, 0.076% hits | DNA dC->dU-editing enzyme APOBEC-3G (Homo sapiens), Q9HC16 | AID 602310, 2012 | HeLa A3G-eYFP + Vif (tagged APOBEC3G with the HIV-1 protein that degrades it), YFP fluorescence, overnight;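 also: potency is read from the fitted curve at half-maximal effect; % is scaled to controls: 0 for no effect and ±100 for the full control effect; nearly all actives have a fitted effect of over 60% in size; hits raise eYFP signal because A3G escapes Vif-driven loss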
Target sequence (Q9HC16 whole entry, looked up): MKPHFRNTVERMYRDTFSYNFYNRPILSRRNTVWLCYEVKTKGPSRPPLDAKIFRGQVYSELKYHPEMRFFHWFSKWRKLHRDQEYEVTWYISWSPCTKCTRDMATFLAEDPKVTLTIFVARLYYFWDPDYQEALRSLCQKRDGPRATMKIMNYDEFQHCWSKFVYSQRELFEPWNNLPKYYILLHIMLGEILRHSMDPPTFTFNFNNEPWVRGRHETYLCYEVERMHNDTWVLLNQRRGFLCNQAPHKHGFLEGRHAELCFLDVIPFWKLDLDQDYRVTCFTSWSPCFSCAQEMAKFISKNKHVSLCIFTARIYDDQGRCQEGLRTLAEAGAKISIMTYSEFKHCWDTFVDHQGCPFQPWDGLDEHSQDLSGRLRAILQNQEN
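HeLa cells stably expressing Vif and C-terminally eYFP-tagged A3G, seeded overnight at 37 deg C, then exposed to compound by pintool overnight at 37 deg C. Rise in yellow fluorescence (Ex 488/Em 500-530, Acumen) marks blocked Vif-driven A3G degradation.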
LDHA inh: qHTS assay for inhibitors of human lactate dehydrogenase. L-lactate dehydrogenase A chain (Homo sapiens), P00338. purified LDHA, NADH/diaphorase-resazurin fluorescence; stronger effect = lower value. activity change, % (values are at about 110 or 230 µM). 480,000 compounds, 0.15% hits. AID 1347041, 2019; in the data active = activity change below about -30%; inconclusive = mostly about -25% to -30%;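 also: plate controls were DMSO wells for no effect and wells without enzyme for full effect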
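Human LDH5 at 2 nM final in Tris HCl pH 7.4 with 0.06 mM NADH and 0.2 mM pyruvate, reacted 5 minutes at room temperature. Remaining NADH coupled via diaphorase/resazurin; resorufin fluorescence read at 0 and 20 minutes, normalized to enzyme-free and DMSO wells.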
Active calls of the source: *; ? = inconclusive; & = joins results of further samples. Unless noted, calls follow the shape of the dose curve; as a rule, active = well fitted curve in the direction sought with a large enough effect; inconclusive = small, poorly fitted or top-dose-only effect, or another doubt; inactive = no such curve, though single readings can be large; an effect the other way counts as inactive or inconclusive.

A first look, 16 compounds:
SMILES	GRP78 ERSR act	Vif-A3G inh	LDHA inh
COc1cc2oc(=O)cc(CN(Cc3ccccc3)Cc3ccccc3)c2cc1Cl	-5%	3%	-13
CC(=O)Nc1cnc(-c2cc(C)c(O)c(C)c2)cn1	5%	0%	2
Cc1cc(C)cc(CC(=O)N2CCC2(C)C(=O)NS(=O)(=O)Cc2ccccc2)c1 (centres undefined)	-3%	3%	-4
Cc1ccccc1-c1cnc(C(O)c2ccc(Cl)cc2)[nH]1 (centres undefined)	1%	-3%	-11
CCOC(=O)C1(C)CCCN(C(=O)c2ccc3c(c2)OCO3)C1 (centres undefined)	-2%	0%	1
CC1(Cc2ccc(Cl)cc2)C(=O)Nc2ccc(S(=O)(=O)NC3CCCCC3)cc21 (centres undefined)	-6%	-8%	-2
CCO/C(C)=N/Oc1cccc(N(C)C)c1	-3%	-5%	15
CN(C)c1ccc(-c2[nH][nH]c(=O)c2NC(=O)c2ccccn2)cc1	4%	-6%	16
CCC(=O)NC(c1ccco1)c1cc(Br)c2cccnc2c1O (centres undefined)	-3%	-8%	-4
CCC(=O)N1CCC1(C)C(=O)Nc1ccc(OC)c(OC)c1 (centres undefined)	-4%	-2%	-1
CC(O)(c1ccccc1)c1nc(-c2ccncc2)cs1 (centres undefined)	-3%	1%	-8
COC(=O)c1ccc(Cn2c(C)c(C(=O)NCc3ccc([N+](=O)[O-])cc3)sc2=O)o1	-2%	-3%	2
Cc1ccc(-c2nc3ccc(Cl)cn3c2Cc2cccc(F)c2)cc1	5%	-6%	-4
COCCNC(=O)C1(C)CCCN(C(=O)c2ccc3c(c2)CCO3)C1 (centres undefined)	2%	0%	-1
CCCc1nc2ccc(Br)cn2c1Cc1ccccc1	1%	-2%	2
COc1ccccc1CNc1nc(Nc2ccccc2-n2cccn2)c2sccc2n1	-3%	4%	-4

The whole of this part, from the start:
SMILES	GRP78 ERSR act	Vif-A3G inh	LDHA inh
COc1cc2oc(=O)cc(CN(Cc3ccccc3)Cc3ccccc3)c2cc1Cl	-5%	3%	-13
CC(=O)Nc1cnc(-c2cc(C)c(O)c(C)c2)cn1	5%	0%	2
Cc1cc(C)cc(CC(=O)N2CCC2(C)C(=O)NS(=O)(=O)Cc2ccccc2)c1 (centres undefined)	-3%	3%	-4
Cc1ccccc1-c1cnc(C(O)c2ccc(Cl)cc2)[nH]1 (centres undefined)	1%	-3%	-11
CCOC(=O)C1(C)CCCN(C(=O)c2ccc3c(c2)OCO3)C1 (centres undefined)	-2%	0%	1
CC1(Cc2ccc(Cl)cc2)C(=O)Nc2ccc(S(=O)(=O)NC3CCCCC3)cc21 (centres undefined)	-6%	-8%	-2
CCO/C(C)=N/Oc1cccc(N(C)C)c1	-3%	-5%	15
CN(C)c1ccc(-c2[nH][nH]c(=O)c2NC(=O)c2ccccn2)cc1	4%	-6%	16
CCC(=O)NC(c1ccco1)c1cc(Br)c2cccnc2c1O (centres undefined)	-3%	-8%	-4
CCC(=O)N1CCC1(C)C(=O)Nc1ccc(OC)c(OC)c1 (centres undefined)	-4%	-2%	-1
CC(O)(c1ccccc1)c1nc(-c2ccncc2)cs1 (centres undefined)	-3%	1%	-8
COC(=O)c1ccc(Cn2c(C)c(C(=O)NCc3ccc([N+](=O)[O-])cc3)sc2=O)o1	-2%	-3%	2
Cc1ccc(-c2nc3ccc(Cl)cn3c2Cc2cccc(F)c2)cc1	5%	-6%	-4
COCCNC(=O)C1(C)CCCN(C(=O)c2ccc3c(c2)CCO3)C1 (centres undefined)	2%	0%	-1
CCCc1nc2ccc(Br)cn2c1Cc1ccccc1	1%	-2%	2
COc1ccccc1CNc1nc(Nc2ccccc2-n2cccn2)c2sccc2n1	-3%	4%	-4
C[C@@H](CO)NC(=O)[C@H]1O[C@@H](n2cnc3c(N)ncnc32)[C@H](O)[C@@H]1O	0%	0%	-6
CCc1nc2ccc(C(=O)N(C)C(C)C)cn2c1N(CCC(C)C)CCN(C)C	-2%	0%	-6
Cc1noc(C)c1-c1ccc(C(=O)NCCc2ccccc2)c2occc12	6%	-10%	0
CCOC(=O)C1CCCN(C(=O)c2ccc(SC(F)(F)F)cc2)CC1 (centres undefined)	16%	-6%	-4
N#C/C(=C\c1cccn1S(=O)(=O)c1cccc(C#N)c1)S(=O)(=O)c1ccc(F)cc1	-2%	1%	-5
COc1ccc(-c2coc3c(C(=O)NCc4ccc(OC)c(OC)c4)cccc23)c(C)c1	-3%	3%	-11
O=C(NCc1cccs1)c1ccc2sc([C@H]3C[C@H](O)[C@@H](CO)O3)nc2c1	0%	-1%	-3
CCCNC(=O)c1cc(C2CCCCN2C(=O)c2ccc(C(C)C)cc2)on1 (centres undefined)	-2%	-1%	-1
CCNC(=O)C1(C)CCN(C(=O)CCc2ccccc2)C1 (centres undefined)	-3%	0%	-12
(next part)
SMILES	GRP78 ERSR act	Vif-A3G inh	LDHA inh
COc1ccc(NC(=O)C2Cc3c(-c4ccccc4Oc4ccccc4)ccnc3O2)cc1 (centres undefined)	-1%	-4%	-3
O=C1N(Cc2ccccc2)c2ccccc2OC1(F)F	-6%	-4%	-5
CC1(Cc2ccc3ccccc3n2)C(=O)Nc2ccc(OC(F)(F)F)cc21 (centres undefined)	-4%	-3%	-5
CCc1nc2ccc(C(=O)N(C)CCN(C)C)cn2c1N(CC)CCOC	-2%	0%	-11
CN1CCN(C(=O)c2ccc(-c3cnc4cccnn34)cc2)CC1	-2%	0%	-7
CC1=C(C(=O)N(C(C)C)C(C)C)CC(CC(=O)NCCN2CCOCC2)C(=O)N1Cc1ccc(C(C)(C)C)cc1 (centres undefined)	-3%	1%	-5
O=C(NC(c1ccc2c(c1)OCO2)c1ccccn1)C1CCN(CCOc2ccc(Cl)cc2Cl)CC1 (centres undefined)	-6%	-1%	0
CCOC1=C2[C@@H](CN(S(=O)(=O)c3ccc(C)cc3)[C@H]2c2cccc3ccccc23)[C@H]2C(=O)N(C)C(=O)[C@H]2C1	-4%	-5%	-9
COc1ccc(-c2cnc3cccnn23)cn1	3%	-2%	-1
CC1(C(=O)NS(=O)(=O)c2ccc(F)cc2F)CCN1C(=O)Cc1ccccc1Cl (centres undefined)	-2%	0%	2
CC(=O)Nc1cccc(-c2cc(NC=O)c3ncc(-c4ccc(C(C)=O)cc4)n3c2)c1	-3%	-15%	-8
Cc1cc(C)cc(C(O)c2ncc(-c3ccc4ccccc4c3)[nH]2)c1 (centres undefined)	-5%	-6%	-11
COc1ccccc1-c1cnc(C(O)c2cc(C)c(OC)c(C)c2)[nH]1 (centres undefined)	-3%	?	-3
Cc1ccc(C(O)c2ncc(-c3ccccc3F)[nH]2)cc1F (centres undefined)	5%	-5%	-10
CC(=O)Nc1cc(-c2ccc(C(=O)N3CCOCC3)cc2)cn2c(-c3cccc(C(C)=O)c3)cnc12	0%	-9%	-9
OC[C@@H]1CN(C2CCCC2)C[C@H](n2cnc3c(NC4CCC4)ncnc32)O1	-5%	-4%	-13
CCc1nc2c(OCc3ccc(C(=O)N(C)C)cc3)cccn2c1N(C)C(=O)c1ccc(C)cc1	-1%	-5%	-11
CN(C)CCN1CCN(C2CN(CCc3ccccc3)S(=O)(=O)C2)CC1 (centres undefined)	-4%	2%	-6
CC(N)c1csc(Nc2ccc(C(=O)NCCO)cc2)n1 (centres undefined)	-3%	-3%	-7
COc1ccc(-c2cc3c(c4c2ccn4C)C2CCC3O2)cc1OC (centres undefined)	-3%	-7%	3
COCCNC(=O)C1(C)CCCN(C(=O)c2cccc(OC(F)(F)F)c2)C1 (centres undefined)	0%	-3%	-15
O=C(NCc1ccccc1)c1ccc(-c2ccc(F)c(F)c2)c2ccoc12	0%	3%	-11
CC1(C(=O)Nc2ccc3c(c2)OCCO3)CCC(=O)N1CC(F)(F)F (centres undefined)	-6%	3%	0
CC1(C(=O)NCc2ccc(F)c(F)c2)Cc2c(-c3ccccc3)ccnc2O1 (centres undefined)	1%	-26%	-4
O=C(Nc1cccc(C(F)(F)F)c1)C1Cc2c(-c3ccco3)ccnc2O1 (centres undefined)	-3%	0%	-8
(further entries)
SMILES	GRP78 ERSR act	Vif-A3G inh	LDHA inh
COCCN1C[C@@H](CO)O[C@@H](n2cnc3c(NCc4cc(OC)c(OC)c(OC)c4)ncnc32)C1	-4%	-1%	-2
COc1cccc(-c2cnc(C(O)c3ccc(C(C)(C)C)cc3)[nH]2)c1 (centres undefined)	-1%	-1%	-7
CC(=O)c1cccc(-c2cnc3c(NC=O)cc(-c4ccc(C(=O)N5CCOCC5)cc4)cn23)c1	4%	-22%	-4
CC1(C(=O)NS(=O)(=O)c2cccs2)CCN1C(=O)C1CC1 (centres undefined)	-4%	-3%	-9
CC1(C(=O)NS(=O)(=O)c2cccc(OC(F)F)c2)CCN1C(=O)C1CC1 (centres undefined)	-2%	0%	-3
COCCNc1nc2cc(-c3ccsc3)sc2c(=O)n1C	1%	-10%	9
COc1ccc(NC(=O)C2(C)CCN2C(=O)C(C)C)cc1F (centres undefined)	-3%	-3%	2
OC[C@H]1O[C@H](c2nc(-c3nc(-c4cccs4)no3)cs2)C[C@@H]1O	-9%	1%	-10
CC1(C(=O)NS(=O)(=O)c2ccccc2Cl)CCN1C(=O)Cc1ccccc1Cl (centres undefined)	-4%	3%	-2
Cc1cc2oc(=O)cc(CN3CCN(c4ccccc4)CC3)c2cc1Cl	-4%	-3%	-10&-6
COCCCNC(=O)c1ccc2sc(C3=C[C@@H](O)[C@@H](O)[C@@H](CO)O3)nc2c1	-2%	-3%	3
CC(=O)c1cccc(-c2cnc3c(NC=O)cc(-c4ccccc4Oc4ccccc4)cn23)c1	-4%	0%	-7
CC(C)(C)S(=O)N1Cc2cc(C(=O)NCCCN3CCOCC3)nc(-c3cccc(-c4cc5ccccc5o4)c3)c2[C@H]1CCO (some centres undefined)	1%	-1%	-1
Cc1cccc(NC(=O)Nc2nnc([C@@H]3C[C@H](O)[C@@H](CO)O3)s2)c1	1%	-1%	-14
O=C(NCC1CCOCC1)c1cccc2c(-c3cccnc3)coc12	-1%	-3%	-1
CCc1nc2ccc(C(=O)N3CCN(S(=O)(=O)CC)CC3)cn2c1N(C)C(=O)C1CCCCC1	-3%	1%	-1
O=C(O)c1cc2c(ncc3c(=O)n(-c4ccccc4)[nH]c32)s1	-1%	-1%	-35*
COc1ccc(NC(=O)C2(C)Cc3c(-c4ccc5c(c4)OCO5)ccnc3O2)cn1 (centres undefined)	-5%	?	-9
CSc1ccc(CNC(=O)C2(C)CCCN(C(C)=O)C2)cc1 (centres undefined)	-4%	-1%	3
CC(C)C[C@H]1CNC(=S)N1C[C@H]1CCCN1C[C@H](CC(C)C)N1C[C@H](CC(C)C)N(CCc2ccccc2)C1=S	-4%	-1%	-15
CC1(C(=O)NS(=O)(=O)c2ccc(Cl)cc2)CCN1C(=O)Cc1ccc(Cl)cc1Cl (centres undefined)	-1%	-3%	-14
O=S1(=O)CC(N2CCC(c3ccccc3)CC2)CN1Cc1ccc(F)cc1 (centres undefined)	-2%	3%	-7
CN(C)c1ccc(-c2csc(C(O)c3ccc(F)cc3)n2)cc1 (centres undefined)	1%	1%	-4
CCOC(=O)C1(C)CCCN1C(=O)c1ccc(Cl)nc1 (centres undefined)	-1%	1%	0
COCCN1C[C@@H](CO)O[C@@H](n2cnc3c(N4CCN(C)CC4)ncnc32)C1	0%	-2%	-18
New compounds follow.
SMILES	GRP78 ERSR act	Vif-A3G inh	LDHA inh
CC1=C(C(=O)N(C(C)C)C(C)C)CC(CC(=O)NCc2cccc3ccccc23)C(=O)N1CCCN1CCCC1=O (centres undefined)	-1%	-1%	-6
COc1cccc(-c2cnc(C(O)c3cccc(F)c3)[nH]2)c1 (centres undefined)	2%	-20%	-2
CC1(C(=O)NS(=O)(=O)c2cccc(OC(F)F)c2)CCN1C(=O)Cc1cccs1 (centres undefined)	0%	1%	-2
CC(O)(c1ccccc1)c1nc(-c2cccc(C(F)(F)F)c2)cs1 (centres undefined)	-4%	-15%	-1
CC(C)Nc1ncnc2c1ncn2[C@H]1CN(C2CCCC2)C[C@@H](CO)O1	-2%	0%	-7
Cc1cccc(C)c1Cn1c(C)c(C(=O)NCc2ccc([N+](=O)[O-])cc2)sc1=O	-2%	0%	-9

Only part of the results is shown (hit frequency here may not be typical).
